# Screening results (PubChem)
# T cruzi growth: T. cruzi intracellular proliferation inhibitors, primary screen, cell-based, beta-gal Tulahuen parasites, NIH3T3 host, luminescence; T. cruzi beta-gal in NIH3T3, GalScreen luminescence, 90 h; inhibition, % at 8.34 µM; 77,000 tested, 5.9% active;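 active = mean inhibition above about 93%, with at least 55% of replicates each passing it, limit read from the data, passing the limit was not always enough; inconclusive = only one of those two conditions holds; inactive = neither condition holds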
# C diff growth: C. difficile growth inhibitors, primary screen, HTS; Clostridium difficile clinical isolate growth, OD600, 24 h; active compounds read low; AID 1259249, 2017; growth activity, negative = inhibition, % at 16 µg/mL (by protocol); 86,000 tested, 0.25% active;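 active = mean growth activity at or below -80% and every replicate also at or below -80%; inconclusive = mean at or below -80% but some replicate above -80%; inactive = mean growth activity above -80%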;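 also: 0% = DMSO wells and -100% = levofloxacin 16 µg/mL wells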
# GASC1 inh: inhibitors of GASC-1 (KDM4C) histone demethylase, primary screen, biochemical, single concentration HTS; Lysine-specific demethylase 4C (Homo sapiens), Q9H3R0; GST-KDM4C 2-372, H3K9me3 peptide, LANCE TR-FRET; inhibition, % at 12.5 µM; 96,000 tested, 0.15% active;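 active = mean replicate inhibition above about 25%, with at least 55% of replicates also reaching it, limit read from the data, passing the limit was not always enough; inconclusive = only one of those two conditions met; inactive = neither condition met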
# Target sequence (Q9H3R0 2-372 limits assumed): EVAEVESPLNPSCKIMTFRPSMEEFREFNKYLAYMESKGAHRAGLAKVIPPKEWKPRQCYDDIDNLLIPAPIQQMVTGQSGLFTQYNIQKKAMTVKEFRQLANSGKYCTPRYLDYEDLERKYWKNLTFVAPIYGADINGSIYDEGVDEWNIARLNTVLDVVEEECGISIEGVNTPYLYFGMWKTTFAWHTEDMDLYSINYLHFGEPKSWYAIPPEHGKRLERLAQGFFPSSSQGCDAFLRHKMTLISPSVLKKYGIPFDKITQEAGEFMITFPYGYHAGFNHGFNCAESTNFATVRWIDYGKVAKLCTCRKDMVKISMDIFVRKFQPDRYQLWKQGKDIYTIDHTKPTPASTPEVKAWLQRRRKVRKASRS
#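 Compound: one test concentration per compound; Material: GST-GASC-1 enzyme fragment 2-372; Amount: GASC-1 enzyme at 10 nM final in reaction; Also added: H3K9me3 peptide substrate, Fe(II), 2-oxoglutarate; Technique: LANCE TR-FRET; Times: 30 min demethylation and 1 h detection at room temperature.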
# Pf Dd2 growth: P. falciparum Dd2 growth inhibitors, primary screen, SYBR Green fluorescence, single dose replicates | 72 h; active compounds read low | activity change, % at 10 µM | 94,000 tested, 2.3% active; in the data active = activity change below about -80%; inconclusive = no clear call, values can overlap the other calls
# Numbers without * were called inactive; ? = inconclusive; . = not tested or not shown; & = joins results of further samples.
SMILES,T cruzi growth,C diff growth,GASC1 inh,Pf Dd2 growth
COCC(=O)Nc1ccc2c(c1)[C@H]1C[C@@H](CC(=O)NCCN3CCCCC3)O[C@@H](CO)[C@H]1O2,19,0,1.5,21
COc1ccc(NC(=O)N(C)C[C@H]2Oc3ncc(C#CCN(C)C)cc3C(=O)N([C@@H](C)CO)C[C@H]2C)cc1,.,-1,4.5,16
O=C(CC1CC1)N1CC2(C1)[C@@H](c1ccccc1)[C@H](CO)N2CC1CCOCC1,.,6,-0.6,-2
CO[C@H]1CN(C)C(=O)c2cc(NC(=O)Cc3ccccc3)ccc2OC[C@H](C)N(C)C[C@H]1C,-10,5,0.1,.
CN(C)CC(=O)Nc1ccc2c(c1)[C@@H]1C[C@@H](CC(=O)NCC3CC3)O[C@@H](CO)[C@@H]1O2,-14,0,1.7,6
C/C=C/c1ccc([C@H]2[C@@H](CN(C)C(C)=O)N(C(=O)NCCC)[C@H]2CO)cc1,-17,7,1.1,22
C[C@@H]1CN([C@@H](C)CO)S(=O)(=O)c2ccc(C3=CCCC3)cc2O[C@H]1CN(C)S(=O)(=O)c1ccc(F)cc1,116*,0,-0.9,-59
COCC(=O)N(C)C[C@H]1Oc2ncc(-c3ccc(C)cc3)cc2C(=O)N([C@@H](C)CO)C[C@@H]1C,-15,-6,-1.2,-6
CC(=O)N1CCCCN2[C@@H](CO)[C@@H](c3ccc(-c4ccc(F)cc4)cc3)[C@@H]2C1,84,-8,0.0,22
COc1ccc(NC(=O)Nc2ccc3c(c2)C(=O)N([C@H](C)CO)C[C@H](C)[C@@H](CN(C)S(=O)(=O)c2ccccc2)OCCCC[C@@H](C)O3)cc1,-21,5,0.4,-33
CO[C@H]1CN(C)C(=O)c2ccc(NC(=O)C3CCOCC3)cc2OC[C@@H](C)N(C(C)=O)C[C@@H]1C,.,.,-2.0,17
Cc1ccc(S(=O)(=O)Nc2ccc3c(c2)CC(=O)N([C@@H](C)CO)C[C@H](C)[C@@H](CN(C)S(=O)(=O)c2cn(C)cn2)O3)cc1,7,-1,-1.6,20

# Seven records drawn at random from those above:
SMILES,T cruzi growth,C diff growth,GASC1 inh,Pf Dd2 growth
C/C=C/c1ccc([C@H]2[C@@H](CN(C)C(C)=O)N(C(=O)NCCC)[C@H]2CO)cc1,-17,7,1.1,22
C[C@@H]1CN([C@@H](C)CO)S(=O)(=O)c2ccc(C3=CCCC3)cc2O[C@H]1CN(C)S(=O)(=O)c1ccc(F)cc1,116*,0,-0.9,-59
COc1ccc(NC(=O)N(C)C[C@H]2Oc3ncc(C#CCN(C)C)cc3C(=O)N([C@@H](C)CO)C[C@H]2C)cc1,.,-1,4.5,16
CO[C@H]1CN(C)C(=O)c2cc(NC(=O)Cc3ccccc3)ccc2OC[C@H](C)N(C)C[C@H]1C,-10,5,0.1,.
CN(C)CC(=O)Nc1ccc2c(c1)[C@@H]1C[C@@H](CC(=O)NCC3CC3)O[C@@H](CO)[C@@H]1O2,-14,0,1.7,6
CO[C@H]1CN(C)C(=O)c2ccc(NC(=O)C3CCOCC3)cc2OC[C@@H](C)N(C(C)=O)C[C@@H]1C,.,.,-2.0,17
COCC(=O)N(C)C[C@H]1Oc2ncc(-c3ccc(C)cc3)cc2C(=O)N([C@@H](C)CO)C[C@@H]1C,-15,-6,-1.2,-6

# Continued:
SMILES,T cruzi growth,C diff growth,GASC1 inh,Pf Dd2 growth
CCCC#Cc1ccc2c(c1)O[C@@H](CN(C)C(=O)C1CCCCC1)[C@H](C)CN([C@H](C)CO)S2(=O)=O,68,32,-3.0,-63
O=C(C[C@H]1C[C@H]2c3cc(NC(=O)Nc4ccc(F)cc4)ccc3O[C@H]2[C@H](CO)O1)NC1CCCC1,-22,.,-2.5,11
CO[C@H]1CC[C@H]2CCOc3ccc(C#N)cc3C(=O)N(C)CCCC(=O)N(C)C[C@@H]1O2,-30,-2,0.9,.
COCC(=O)NC[C@@H]1[C@H](c2ccc(-c3ccccc3)cc2)[C@H](CO)N1C(C)=O,63,4,-0.4,10
C[C@@H]1CN([C@H](C)CO)C(=O)c2cccc(NC(=O)C3CC3)c2O[C@@H]1CN(C)C(=O)Nc1cccc2ccccc12,34,3,2.3,-45
C[C@H]1CN([C@@H](C)CO)C(=O)c2cc(-c3cccnc3)cnc2O[C@@H]1CN(C)Cc1ccc(Oc2ccccc2)cc1,?,-5,0.2,-52
Cc1noc(C)c1NC(=O)N(C)C[C@H]1Oc2ccc(NS(=O)(=O)c3ccc(Cl)cc3)cc2CC(=O)N([C@H](C)CO)C[C@@H]1C,17,-7,-2.3,37
C/C=C/c1ccc2c(c1)O[C@@H](CN(C)C(=O)CN(C)C)[C@H](C)CN([C@@H](C)CO)S2(=O)=O,-14,-6,1.4,-1
CC(C)C#Cc1ccc2c(c1)O[C@H](CN(C)S(=O)(=O)c1cn(C)cn1)[C@@H](C)CN([C@H](C)CO)S2(=O)=O,.,.,-0.4,-17
CN1CCCCN2[C@H](CO)[C@H](c3ccc(C#CC4(O)CCCC4)cc3)[C@@H]2C1,22,-1,0.1,15
CO[C@H]1CN(C)C(=O)c2ccc(NC(=O)c3ccc(F)cc3)cc2OC[C@@H](C)N(C(=O)CN(C)C)C[C@H]1C,42,.,1.2,.
CCCNC(=O)[C@@H]1[C@@H](CO)[C@@H]2Cn3c(ccc(-c4ccccc4)c3=O)[C@H]1N2C(=O)CC1CC1,16,-10,1.0,-1
C[C@@H]1CN([C@@H](C)CO)C(=O)c2cc(NS(=O)(=O)c3ccc(Cl)cc3)ccc2O[C@H]1CN(C)Cc1ccccc1,28,-2,0.3,17
CCCNC(=O)C[C@@H]1C[C@H]2c3cc(NS(=O)(=O)c4ccc(F)cc4)ccc3O[C@H]2[C@H](CO)O1,5,1,-3.7,19
C[C@@H]1CN([C@@H](C)CO)C(=O)c2cc(NC(=O)CCC(F)(F)F)ccc2O[C@@H]1CN(C)Cc1ccc(Cl)c(Cl)c1,51,49,0.3,1
C[C@@H]1CN([C@H](C)CO)S(=O)(=O)c2ccc(C3=CCCC3)cc2O[C@@H]1CN(C)C(=O)C1CCOCC1,61,-3,-1.8,8
Cc1noc(C)c1S(=O)(=O)Nc1ccc2c(c1)C(=O)N([C@H](C)CO)C[C@H](C)[C@H](CN(C)Cc1ccc(C(=O)O)cc1)OCCCC[C@H](C)O2,32,13,1.0,1
C[C@@H]1CN([C@H](C)CO)C(=O)c2cc(C#CC3CCCCC3)cnc2O[C@@H]1CN(C)C(=O)Nc1ccccc1,.,7,0.2,-5
COCC(=O)Nc1ccc2c(c1)OC[C@@H](C)N(C(=O)NC(C)C)C[C@H](C)[C@H](OC)CN(C)C2=O,15,.,0.2,25
N#C[C@H]1[C@H](c2ccc(C#CC3CCCC3)cc2)[C@H](CO)N1C(=O)Nc1ccc(F)cc1,103*,-11,0.7,-30
O=C(N[C@@H]1CC[C@H](CCNC(=O)C2CCC2)O[C@@H]1CO)c1ccncc1,.,2,-2.7,-10
CNC[C@H]1OCCCC[C@H](C)Oc2ccc(NS(=O)(=O)c3c(C)noc3C)cc2C(=O)N([C@H](C)CO)C[C@@H]1C,23,-2,-0.5,29
C[C@H]1CN([C@@H](C)CO)C(=O)c2cc(NS(C)(=O)=O)ccc2O[C@H]1CN(C)C(=O)Nc1cccc2ccccc12,42,-2,1.5,7
CCC(=O)N1CC2(C1)CN(C(=O)Cc1ccccc1)[C@@H](CO)c1c2c2ccc(OC)cc2n1C,.,-7,-0.2,-57
COCC(=O)Nc1ccc2c(c1)OC[C@@H](C)N(C(=O)CC1CC1)C[C@H](C)[C@H](OC)CN(C)C2=O,.,0,-0.3,4
C[C@H]1CN([C@@H](C)CO)C(=O)c2ccccc2-c2ccccc2CO[C@H]1CN(C)C(=O)Nc1cccc(F)c1,-2,.,-0.9,6
CN(C)c1ccc2c(c1)[C@H]1C[C@H](CC(=O)NCc3ccc(Oc4ccccc4)cc3)O[C@H](CO)[C@H]1O2,135*,-3,8.7,-90*
COCCNC(=O)C[C@H]1C[C@H]2c3cc(NS(C)(=O)=O)ccc3O[C@H]2[C@H](CO)O1,12,-1,-0.9,3
C[C@H]1CN([C@@H](C)CO)C(=O)c2cc(NC(=O)C3CCCCC3)ccc2O[C@H]1CN(C)Cc1ccc(Oc2ccccc2)cc1,39,14,-2.1,-1
OC[C@@H]1[C@@H](c2ccc(C#Cc3ccccc3)cc2)[C@@H]2CN(CC3CCOCC3)CCCCN12,?,2,-0.5,-47
CC(C)(O)C#Cc1ccc([C@@H]2[C@@H](CO)N3CCCCN(C(=O)c4ccncc4)C[C@H]23)cc1,17,-5,0.4,4
CCC(=O)N[C@@H]1C=C[C@@H](CC(=O)NCC2CC2)O[C@@H]1CO,.,7,1.6,4
O=C(C1CCC1)N1CCCCN2[C@H](CO)[C@H](c3ccc(C#CC4CCCC4)cc3)[C@H]2C1,101*,48,.,-52
Cc1cc(C(=O)Nc2cccc3c2O[C@@H](CN(C)C(=O)Nc2c(C)noc2C)[C@H](C)CN([C@@H](C)CO)C3=O)n(C)n1,-7,.,-0.3,40
COc1cccc(CN(C)C[C@@H]2OCc3cn(nn3)CCCC(=O)N([C@@H](C)CO)C[C@H]2C)c1,66,-2,0.6,3
COc1ccccc1CNC(=O)C[C@H]1C=C[C@@H](NC(=O)CN(C)C)[C@@H](CO)O1,56,4,0.5,9
CCN(C[C@@H]1N[C@H](CO)[C@@H]1c1ccc(C2=CCCC2)cc1)C(=O)c1ccccc1,84,24,3.8,-60
C[C@@H]1CCCCO[C@H](CN(C)CC2CCCCC2)[C@@H](C)CN([C@H](C)CO)C(=O)c2cc(NS(=O)(=O)c3ccc(F)cc3)ccc2O1,37,7,-2.1,1
CCCN(C)C[C@H]1Oc2cc(-c3ccc(OC)cc3)ccc2S(=O)(=O)N([C@H](C)CO)C[C@H]1C,37,2,-1.5,-72
Cc1noc(C)c1NC(=O)N(C)C[C@@H]1Oc2ccc(NC(=O)Nc3ccc(F)cc3)cc2CC(=O)N([C@H](C)CO)C[C@@H]1C,-26,-10,-0.8,4
C[C@@H]1CCCCO[C@H](CN(C)CC2CC2)[C@H](C)CN([C@@H](C)CO)C(=O)c2cc(NC(=O)Nc3ccc(C(F)(F)F)cc3)ccc2O1,69,6,-2.1,-80*
C[C@@H]1CN([C@H](C)CO)C(=O)c2cc(NC(=O)NC3CCCCC3)ccc2O[C@@H](C)CCCCO[C@@H]1CN(C)C(=O)Nc1ccccc1,33,.,-0.2,-81*
COc1ccc(NC(=O)N(C)C[C@@H]2OCCCC[C@@H](C)Oc3ccc(NC(=O)Nc4ccc5c(c4)OCO5)cc3C(=O)N([C@@H](C)CO)C[C@H]2C)cc1,-21,3,7.4,23
C[C@@H]1CCCCO[C@@H](CN(C)C(=O)CCC(F)(F)F)[C@H](C)CN([C@@H](C)CO)C(=O)c2cc(NS(=O)(=O)c3cn(C)cn3)ccc2O1,17,1,-2.3,24
Cc1ccc(-c2ccc3c(c2)O[C@H](CN(C)Cc2cncnc2)[C@@H](C)CN([C@H](C)CO)S3(=O)=O)cc1,102*,6&6,-0.6,-52&-54
O=C(Nc1cc(F)ccc1F)N1CC(=O)N2[C@H](CO)[C@@H](c3ccc(-c4ccc(F)cc4)cc3)[C@H]2C1,.,-1,-0.6,-3
CC(C)NC(=O)Nc1ccc2c(c1)C(=O)N(C)[C@H]1CC[C@@H](CC(=O)NCc3ccc(F)cc3)O[C@@H]1CO2,6,11,1.2,.
C[C@@H]1CN([C@H](C)CO)C(=O)Cc2cc(NC(=O)CCC(F)(F)F)ccc2O[C@@H]1CN(C)Cc1ccc(Oc2ccccc2)cc1,30,14,-1.2,-21
CCCC(=O)Nc1ccc2c(c1)C(=O)N(C)[C@H]1CC[C@@H](CC(=O)NCc3ccccc3Cl)O[C@H]1CO2,32,5,-0.2,-57
CC(C)C#Cc1ccc([C@H]2[C@H](CO)N3CCCCN(CC4CC4)C[C@@H]23)cc1,82,9,-0.9,-43
C[C@H](CO)N1C[C@H](C)[C@H](CN(C)Cc2ccccc2)Oc2c(NS(=O)(=O)c3ccc(Cl)cc3)cccc2C1=O,53,-5,1.9,-73
